AGP1 TOR yeast: yeast TOR pathway AGP1-GFP modulation; 320,000 tested, 0.02% active; AID 2066; S. cerevisiae AGP1-GFP multiplex flow cytometry, 3 h; GFP as percent of DMSO wells; GFP response vs DMSO, % at 10 µM;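 active = GFP response relative to DMSO above a set limit, near screen average plus 3 SD, cut at about 150% in these data; inconclusive = fewer than 70 cells counted for the yeast strain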;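 also: median GFP channel fluorescence of the gated AGP1 strain per well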
AHR act: human AHR activation | AHR-responsive luciferase reporter cells, luminescence | activation, % at 5 µM | 320,000 tested, 2.5% active | AID 2796; in the data active = activation above about 47%;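 also: 0% = vehicle wells and 100% = reference agonist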
Target sequence (P35869 whole entry, looked up): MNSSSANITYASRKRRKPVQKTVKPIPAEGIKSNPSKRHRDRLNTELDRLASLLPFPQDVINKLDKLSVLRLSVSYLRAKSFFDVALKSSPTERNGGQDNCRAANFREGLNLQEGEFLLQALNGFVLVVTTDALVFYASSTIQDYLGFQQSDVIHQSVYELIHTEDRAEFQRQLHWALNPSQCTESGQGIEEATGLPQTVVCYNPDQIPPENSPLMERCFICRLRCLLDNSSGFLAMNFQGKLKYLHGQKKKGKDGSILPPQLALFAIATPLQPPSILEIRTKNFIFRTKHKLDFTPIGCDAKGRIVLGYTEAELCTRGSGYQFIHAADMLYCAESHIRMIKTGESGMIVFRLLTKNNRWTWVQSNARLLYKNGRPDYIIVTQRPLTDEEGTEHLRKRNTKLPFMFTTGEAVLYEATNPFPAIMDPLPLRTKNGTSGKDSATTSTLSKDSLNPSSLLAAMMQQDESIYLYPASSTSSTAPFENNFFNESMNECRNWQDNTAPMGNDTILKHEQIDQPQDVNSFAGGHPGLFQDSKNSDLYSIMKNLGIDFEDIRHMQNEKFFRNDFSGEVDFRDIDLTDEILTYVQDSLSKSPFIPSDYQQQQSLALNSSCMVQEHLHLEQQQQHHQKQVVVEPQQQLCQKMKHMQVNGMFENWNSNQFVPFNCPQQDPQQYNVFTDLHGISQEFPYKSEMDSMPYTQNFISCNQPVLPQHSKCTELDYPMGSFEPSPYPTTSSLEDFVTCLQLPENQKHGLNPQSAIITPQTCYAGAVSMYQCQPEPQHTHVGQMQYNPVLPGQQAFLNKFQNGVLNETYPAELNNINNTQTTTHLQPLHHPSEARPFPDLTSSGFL
CIT2-GFP yeast: modulators of TOR pathway CIT2-GFP in S. cerevisiae | 320,000 tested, 0.065% active | AID 2029 | S. cerevisiae CIT2-GFP strain, flow cytometry, 3 h; 100 means same as DMSO wells | GFP response vs DMSO, % at 10 µM;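 active = GFP response relative to DMSO above a set limit, near the screen mean plus 3 SD, cut at about 150% in these data; inconclusive = Fewer than 70 cells measured for a yeast strain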;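 also: ratio of well median GFP fluorescence to mean of DMSO wells on the plate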
LAP4-GFP MLPCN: alters LAP4-GFP fluorescence in TOR pathway yeast screen | S. cerevisiae LAP4-GFP multiplex, flow cytometry GFP, 3 h; median GFP as percent of DMSO wells | GFP response vs DMSO, % at 10 µM | 320,000 tested, 0.34% active | AID 2023;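 active = GFP response vs DMSO above a set limit, about the screen mean plus 3 SD, cut at about 150% in these data; inconclusive = under 70 cell events counted for the yeast strain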
MEP2 TOR yeast: alters MEP2-GFP fluorescence in TOR pathway yeast screen. S. cerevisiae MEP2-GFP strain, flow cytometry GFP, 3 h; 100% = DMSO control level. GFP response vs DMSO, % at 10 µM. 330,000 tested, 0.51% active;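 active = GFP response versus DMSO above a set limit, roughly screen mean plus 3 SD, cut at about 180% in these data; inconclusive = fewer than 70 cells counted for a yeast strain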;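 also: median GFP fluorescence of the barcode-gated MEP2-GFP cells per well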
procasp7 counter: activates human procaspase-7, counter-screen for procaspase-3 activators; P55210; recombinant procaspase-7, Ac-DEVD-pNA absorbance 405 nm; D23A/D198A/D206A triple mutant, cannot self-cleave; scale: DMSO 0, 5 µM enzyme 100; activation, % at 8.5 µM; 330,000 tested, 0.093% active; AID 463210;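 active = percent activation above the screen-wide mean plus 3 SD, cut at about 25% in these data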
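System: Uncleavable procaspase-7 mutant enzyme; Amount: 2 µM procaspase-7 mutant as dispensed; Schedule: 1 h compound preincubation, 2 h substrate cleavage, 25 °C; Measured by: 405 nm absorbance of p-nitroaniline; Evaluation: percent activation from buffer-corrected 0–120 min absorbance change; Control set: low DMSO alone, high DMSO plus 5 µM PC-7.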
RPL19A TOR yeast: modulators of TOR pathway RPL19A-GFP in S. cerevisiae. AID 2025. percent response vs DMSO, % at 10 µM. S. cerevisiae RPL19A-GFP strain, flow cytometry, 3 h; stronger effect = lower value. 330,000 tested, 0.3% active;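 active = percent response vs DMSO below 50%; inconclusive = fewer than 70 events counted for the yeast strain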;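 also: median channel GFP fluorescence of the barcoded RPL19A-GFP strain; ratio of sample median GFP to plate DMSO average so 100% = DMSO; lower means less RPL19A-GFP as with rapamycin TOR inhibition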
procasp3 activ: procaspase-3 (human) activation; P42574; 330,000 tested, 0.11% active; recombinant procaspase-3 D3A, Ac-DEVD-pNA absorbance 405 nm; activation, % at 8.5 µM;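 active = activation above the mean of all tested compounds plus 3 SD, cut at about 21% in these data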;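 also: 0% = DMSO alone and 100% = DMSO wells spiked with extra 5 µM PC-3 D3A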
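Technique: 405 nm absorbance of p-nitroaniline, reads at 0 and 120 min; Test system: Procaspase-3 D3A mutant; Incubation: 1 h enzyme-compound preincubation, then 2 h substrate reaction, 25 °C; Repeats: singlicate, each compound tested once; Benchmarks: low control DMSO wells, high control DMSO plus 5 µM PC-3 D3A.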
Starred values were filed as active, the others as inactive; ? = inconclusive; . = not tested or not shown; [ ] = dose if it differs, or a comment.

compound	AGP1 TOR yeast	AHR act	CIT2-GFP yeast	LAP4-GFP MLPCN	MEP2 TOR yeast	procasp7 counter	RPL19A TOR yeast	procasp3 activ
C#CCSc1nnc(-c2ccc(OC)cc2)o1	96	0	92	107	98	-7	93	8
CCOc1ccc(/C=N/NC(=O)c2cc(-c3cccn3C)n[nH]2)cc1	100	10	103	110	96	-4	107	0
CN(C)Cc1cc(O)c(CN(C)C)cc1O	91	-1	87	98	88	-9	97	-3
Cc1cc(C)c2cc(CN(CCN3CCCC3)C(=O)Nc3ccc(F)cc3)c(=O)[nH]c2c1	90	0	?	99[may fluoresce violet]	85	-2	90	3
O=C(Nc1nc(-c2cccs2)c(-c2cccs2)s1)C1(c2ccccc2)CC1	97	8	100	94	108	10	99	0
O=C(Nc1ccc(Cl)cn1)C1COc2ccccc2O1 (configuration not stated)	98	2	97	97	92	-3	95	-4
CS(=O)(=O)N1CCc2cc(C(=O)Nc3ccccc3)ccc21	84	-4	92	98	115	1	70	4
CC(C)c1ccc(OCC(=O)NCc2ccco2)cc1	107	13	109	109	108	1	107	2
CCn1c(SCc2ccc(F)cc2)nnc1C1CCN(S(=O)(=O)c2ccc(OC)cc2)CC1	108	-1	111	100	101	4	104	7
Cc1ccc(Cl)cc1N(C(=O)c1csnn1)C(C(=O)NC1CCCC1)c1ccco1 (configuration not stated)	100	-1	102	106	101	-2	99	1
COc1ccc(NC(=O)CCC(=O)N(Cc2ccc(OC)c(OC)c2)c2nccs2)cc1	108	2	97	102	106	-1	103	1
COc1ccc(NS(=O)(=O)c2ccc(NS(=O)(=O)c3cccs3)cc2)c(OC)c1	96	0	104	80	102	5	103	4
CCCCN(CC)C(=O)Cn1cnc2ccc(S(=O)(=O)N3CCC(C)CC3)cc2c1=O	91	-2	106	92	104	5	97	0
O=C(O)c1cccc(N2C(=O)C3C4C=CC(C4=C(c4ccccc4)c4ccccc4)C3C2=O)c1 (configuration not stated)	89	1	88	91	97	-2	96	-1
NS(=O)(=O)c1ccc(NC(=O)C2(c3ccccc3)CCCC2)cc1	97	-4	92	101	100	-5	98	9
C=CCn1c(SCC(=O)NC(N)=O)nnc1-c1cc2c(s1)CCC(CC)C2 (configuration not stated)	93	3	107	98	134	15	101	-1
C=CCNc1nc(Nc2ccc(Cl)cc2)nc(OC)n1	86	53*	87	97	102	-3	95	3
C=CCn1c(SC(C)C#N)nc2sc(CC)cc2c1=O (configuration not stated)	93	2	92	86	90	1	93	4
Cc1nc2ccccn2c1C(=O)NCC(C)C	106	9	106	95	104	5	109	2
Nc1nonc1-n1nnc(C(=O)N/N=C/c2ccccc2O)c1CN1CCCC1	97	-1	94	101	100	-9	96	-6
Cc1ccc(C)c(NC(=O)CCC(=O)N/N=C/c2ccc[nH]2)c1	102	3	98	105	102	-20	99	5
C/C(=N\Nc1nc(-c2cc(C)ccc2C)cs1)c1cc2c(ccc3ccccc32)oc1=O	96	37	93	93	104	2	94	-9
COCCNC(=S)N1CCN(c2cccc(C(F)(F)F)c2)CC1	98	1	97	114	99	8	103	1
Cc1nc(-c2ccc(Cl)cc2)sc1C(=O)CBr	96	55*	96	102	96	-10	100	-4
Cc1cc2nnc(SCC(=O)N3CCOCC3)n2c2ccccc12	92	7	95	94	89	-1	93	4
CCN(CC)CCNC(=O)C(Oc1ccccc1)Oc1ccccc1	93	2	95	94	106	4	104	-3
CC(=O)N1c2ccccc2N(Cc2ccc([N+](=O)[O-])cc2)C(=O)C1(C)C	100	1	100	106	104	8	102	2
CCCN(Cc1ccccc1)C(=S)Nc1ccc(OCC)cc1	104	3	99	106	95	-10	93	-3
Cc1ccc(C)c(NC(=S)NNC(=O)c2csc3c2CCCC3)c1	.	-1	98	111	101	-11	97	-8
O=c1n(-c2ccccc2)c(=O)n2n1CC(O)C2	98	-4	97	94	94	3	99	-9
COc1ccc(-c2[nH]n(-c3ccc([N+](=O)[O-])cc3)c(=O)c2C=NCC2CCCO2)cc1 (configuration not stated)	97	2	100	95	98	16	94	-2
COc1ccc(S(=O)(=O)N2CCN(CC(=O)N3CCOCC3)CC2)cc1OC	98	0	97	95	103	4	100	-3
CC(C)(C)c1ccc(-c2noc(-c3ccno3)n2)cc1	96	-1	89	105	102	6	100	-15
CC(C)NC(=O)CSc1ccccc1C(=O)N1CCN(S(=O)(=O)/C=C/c2ccccc2)CC1	102	0	98	92	95	14	96	7
CS(=O)(=O)N1N=C(c2ccco2)CC1c1ccco1 (configuration not stated)	97	5	101	98	112	36*	95	-15
COc1cccc(C2/C(=C(\O)c3ccc4c(c3)OCO4)C(=O)C(=O)N2CCN(C)C)c1OC (configuration not stated)	.	5	89	90	93	-2	92	-4
Cc1c(CCOC(=O)C23CC4CC(CC(C)(C4)C2)C3)sc[n+]1Cc1ccccc1	114	0	109	101	105	10	115	0
Cc1csc(NC(=O)c2cccnc2)n1	101	-2	104	96	107	-6	103	-1
COc1cccc(C(=O)C2CCCN(Cc3ccc(OC)c(Cn4cncn4)c3)C2)c1 (configuration not stated)	113	18	87	109	104	2	103	-4
COc1ccc(Nc2nc(N)nc(CSC(=S)N3CCC(C)CC3)n2)cc1	105	25	98	116	102	-3	86	16
CCOC(=O)N1CCC(NC(=O)CN2C(=O)CSc3ncccc32)CC1	107	1	113	96	105	10	105	-3
O=C1c2nc3cc(-c4ccco4)[nH]n3c(=O)c2CN1Cc1ccccc1	97	-1	93	104	96	4	93	3
Cc1cc2c(cc1S(=O)(=O)Nc1cccc(F)c1)n(C)c(=O)c(=O)n2C	101	-2	99	100	99	9	101	-4
COc1cc(C(=O)NC2CC3CCCC(C2)N3C2CC2)cc(OC)c1OC (configuration not stated)	88	1	83	82	90	-4	89	5
CCOC(=O)c1nn2c(C(F)(F)F)cc(-c3ccc(OC)cc3)nc2c1Br	103	3	110	92	111	-2	106	-5
CCOc1ccc(N=C2NC(=O)/C(=C/C(=O)OC)S2)cc1	96	8	96	89	91	-3	104	7
COc1ccc(CNC(=O)C(=O)NCC2CCCO2)cc1 (configuration not stated)	99	7	93	94	98	9	96	0
COc1cc(/C=N/n2c(C)nnc2C)cc(OC)c1OC	110	-2	107	96	97	10	102	11
CCOc1ccccc1-c1nc2c(C(C)(C)C)nn(C)c2c(=O)[nH]1	127	0	106	101	106	-2	116	7
COc1ccccc1-c1cc(C(=O)Nc2ccccc2SC)no1	100	3	105	97	101	2	97	1
Cc1ccc(S(=O)(=O)CC(=O)N2CC(C)OC(C)C2)cc1 (configuration not stated)	100	1	108	98	101	11	104	7
Cc1nc2c(n1C1CCCCC1)C(=O)c1ccccc1C2=O	94	12	121	82	106	10	97	5
Cc1cc(NC(=O)c2ccc(Cl)c(S(=O)(=O)N3CCOCC3)c2)no1	99	-1	110	99	103	-3	95	3
N#CCCN1CCN(S(=O)(=O)c2ccc(S(=O)(=O)NCC3CCCO3)cc2)CC1 (configuration not stated)	103	0	108	99	109	7	103	7
Cc1onc(-c2c(F)cccc2Cl)c1C(=O)Nc1nnc(C2CC2)s1	94	8	104	95	97	-18	96	2
COc1ccc(NC(=O)C2=C(C)NC(=S)NC2c2ccc(O)c(OC)c2)cc1 (configuration not stated)	.	1	96	96	98	-9	92	-4
CCCCC1=NN(C(=O)c2cocc2C)C(O)(C(F)(F)F)C1 (configuration not stated)	99	-2	103	96	98	-4	97	3
O=C(Nc1cccc(-c2nc3ccccc3[nH]2)c1)c1ccc(C(=O)Nc2cccc(-c3nc4ccccc4[nH]3)c2)cc1	101	25	102	96	101	4	103	3
O=C(Nc1cccc(Br)c1)C1CCCC1	94	0	98	98	96	-1	97	3
COc1ccc(S(=O)(=O)N2CCCC2C(=O)Nc2ccc(O)cc2)cc1 (configuration not stated)	111	1	102	105	99	11	101	-7

The last two records of the section above come first, to join the parts.
compound	AGP1 TOR yeast	AHR act	CIT2-GFP yeast	LAP4-GFP MLPCN	MEP2 TOR yeast	procasp7 counter	RPL19A TOR yeast	procasp3 activ
O=C(Nc1cccc(Br)c1)C1CCCC1	94	0	98	98	96	-1	97	3
COc1ccc(S(=O)(=O)N2CCCC2C(=O)Nc2ccc(O)cc2)cc1 (configuration not stated)	111	1	102	105	99	11	101	-7
CC1CCN(c2ccc(/C=C(\C#N)c3nn(-c4ccccc4)c(N)c3C#N)cc2[N+](=O)[O-])CC1	97	26	86	122	90	3	91	3
Cn1c(CNC(=O)c2ccco2)nnc1SCC(=O)c1ccc(Br)cc1	101	5	104	101	104	-2	104	-12
CC(=O)c1ccc(C(=O)N2CCC(CO)(Cc3cccc(C(F)(F)F)c3)CC2)cc1	101	2	98	106	95	6	99	6
Cc1[nH]c(=O)c(C#N)c(C)c1CCC(=O)NCc1ccc(Cl)cc1	98	9	102	91	90	-7	109	-7
CCc1cc(CNC(=O)CC2C(=O)NCCN2Cc2cccc(OC)c2)on1 (configuration not stated)	102	-1	107	88	104	12	102	1
COc1ccc(OC)c(-n2c(O)cnc2Nc2nc(C)cc(C)n2)c1	107	18	113	109	111	9	101	6
CCCCn1c(N)c(N(CCOC)C(=O)c2cc3ccccc3cc2OC)c(=O)[nH]c1=O	112	-1	93	119	97	4	95	-5
O=S(=O)(Nc1cccc(Cl)c1)c1ccc(-n2cccn2)cc1	97	1	96	102	100	7	99	1
COc1ccccc1NS(=O)(=O)c1cccc(C(=O)N2CCN(C/C=C/c3ccccc3)CC2)c1	101	3	102	100	107	7	101	3
COC(=O)CC/C(O)=C1\C(=O)CC(C)(C)CC1=NCc1nc2ccccc2[nH]1	100	-2	96	104	92	3	95	6
COc1ccc(N2C(=O)/C(=C/c3ccc([N+](=O)[O-])cc3)C=C2c2ccccc2)cc1	99	1	92	91	96	13	94	6
Cc1nn(C)c(C)c1/C=C(/C(=O)C(C)C)n1cncn1	104	-1	101	110	107	-2	99	4
Cc1ccc(C(C(=O)NC(C)(C)C)N(Cc2ccco2)C(=O)Cn2nnc(-c3cccs3)n2)cc1 (configuration not stated)	101	-2	97	103	97	3	99	2
O=C1CN(C(=S)Nc2ccccc2Cl)CCN1	104	-2	101	103	98	6	99	12
CC(C)Cc1ccc(S(=O)(=O)N2CCOCC2)cc1	100	0	101	103	98	4	95	4
COc1ccc(C(CNC(=O)c2cc3c(s2)CCC(C)C3)N2CCOCC2)cc1 (configuration not stated)	103	9	93	101	99	11	95	5
COc1ccccc1C(=O)NNC(=O)CCN1C(=O)/C(=C\c2ccccc2)SC1=S	97	12	94	100	97	6	98	5
COc1cccc(CC(NC(C)=O)C(=O)NC2CCN(S(=O)(=O)c3ccc(NC(C)=O)cc3)CC2)c1 (configuration not stated)	98	1	92	106	98	8	94	1

Screening data from PubChem BioAssay.
